# 14-3-3g Raf: modulators of 14-3-3 gamma protein binding, primary screen, biochemical, fluorescence polarization. 14-3-3 protein gamma (Homo sapiens), P61981. FP, 14-3-3gamma / TMR-pS259-Raf peptide binding. inhibition, % at 40 µM. 160,000 compounds, 0.19% hits. AID 422, 2006; in the data active means inhibition above about 30%;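 further: 0% = protein plus tracer without compound and 100% = blank with tracer alone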
# Target sequence (P61981 whole entry, looked up): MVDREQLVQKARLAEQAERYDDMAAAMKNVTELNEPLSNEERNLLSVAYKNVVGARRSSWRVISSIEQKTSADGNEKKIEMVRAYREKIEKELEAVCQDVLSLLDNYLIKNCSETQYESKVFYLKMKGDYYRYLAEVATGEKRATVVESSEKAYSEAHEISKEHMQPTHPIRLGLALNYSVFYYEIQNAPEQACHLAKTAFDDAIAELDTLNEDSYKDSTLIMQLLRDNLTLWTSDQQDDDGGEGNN
# Active calls of the source: *; & = joins results of further samples. Not all compounds are listed, so the mix of outcomes need not match the whole.
SMILES,14-3-3g Raf
CCCn1c(C(O)c2ccc(C(C)C)cc2)nc2ccccc21 (configuration not stated),-2.9
O=C(CN1C(=O)CSc2ccc(S(=O)(=O)N3CCOCC3)cc21)N1CCN(c2cccc(C(F)(F)F)c2)CC1,-9.6
CC(=O)NC(Cc1ccccc1)C(=O)N1CCN(C(=O)c2ccco2)CC1 (configuration not stated),-4.7
c1ccc(Cc2nc3sc4c(c3c3nnnn23)CCCC4)cc1,2.7
COc1ccc(C2CC(=O)C=C(NCc3ccccc3)C2)cc1 (configuration not stated),-14.0
COc1cc(/C=C(\C#N)C(=O)c2ccc(O)c(O)c2)cc(I)c1O,-115.1
Cc1ccc(-c2cc(C(=O)NCc3ccccn3)no2)cc1,-0.9
Clc1ccc(-n2ncc3c(NCc4ccccn4)ncnc32)cc1,-2.3
CCN(CC)S(=O)(=O)c1ccc2oc(SCC3CN=C(c4ccc(OC)cc4)S3)nc2c1 (configuration not stated),-5.1
CN(C)c1ccc(/C=[N+](\[O-])C2SC(=S)N(C)C2(C)C)cc1 (configuration not stated),-5.5
COc1ccc(C(=O)N2C(=S)N(c3ccccc3)C3(C)CC2c2ccccc2O3)cc1 (configuration not stated),0.1
Cc1cc2[nH]c(=O)c(=O)[nH]c2cc1C,0.0
CC1=C(C(=O)Nc2ccccc2)C(c2ccc(N(C)C)cc2)NC(=O)N1 (configuration not stated),-7.8&-2.3
CCOC(=O)C(C)(C)C(=O)C(C)(C)C(O)c1ccccn1 (configuration not stated),-5.5
O=C(O)C1CCC(Cn2c(SCc3ccc([N+](=O)[O-])cc3)nc3ccsc3c2=O)CC1 (configuration not stated),-9.6
O=C(CSc1ccc2nnc(-c3ccccn3)n2n1)N1CCOCC1,-0.6
CN(CC(=O)N1CCCCC1)S(=O)(=O)c1cccc2cccnc12,0.1
O=C1OCCC1Sc1ncnc2sccc12 (configuration not stated),10.5
Cc1cccc(Oc2nc3c(c(=O)n(C)c(=O)n3C)n2Cc2ccc(F)cc2)c1,1.0
COc1ccc(C=Nc2ccc(OC(F)(F)F)cc2)cc1OC,7.4

# Structural class, the entries above containing an aryl thioether with sulfur outside any ring
SMILES,14-3-3g Raf
CCN(CC)S(=O)(=O)c1ccc2oc(SCC3CN=C(c4ccc(OC)cc4)S3)nc2c1 (configuration not stated),-5.1
O=C(O)C1CCC(Cn2c(SCc3ccc([N+](=O)[O-])cc3)nc3ccsc3c2=O)CC1 (configuration not stated),-9.6
O=C(CSc1ccc2nnc(-c3ccccn3)n2n1)N1CCOCC1,-0.6
O=C1OCCC1Sc1ncnc2sccc12 (configuration not stated),10.5

# Next part
SMILES,14-3-3g Raf
COc1ccccc1Cn1c(SCC(=O)NCc2ccco2)nc2ccccc2c1=O,-11.1
CCNC(=O)CN(c1cccc(C)c1C)S(=O)(=O)c1ccccc1,11.1
O=C(CN1CCN(S(=O)(=O)c2ccccc2)CC1)Nc1ccc2c(c1)OCO2,1.6
COc1ccc(C=NCCN2Cc3ccccc3C2=O)cc1OC,0.6
Cc1c(N2C(=O)SC(CC(=O)O)C2=O)c(=O)n(-c2ccccc2)n1C (configuration not stated),-0.9&-0.3
O=C(CC1c2ccccc2Oc2ccccc21)Nc1ccccn1,-15.5
Cc1ccc(-c2csc(NC(=O)c3ccc(S(=O)(=O)N4CCc5ccccc54)cc3)n2)cc1,-90.8
Cc1cccc(-n2c(N)cc(=O)nc2SCC(=O)Nc2ccccc2)c1,-7.2&7.3
CCOC(=O)C(=O)N(c1ccccc1)C1CC(C)N(C(=O)C(C)C)c2ccccc21 (configuration not stated),1.1
CCOC(=O)c1c(N=c2oc3ccc(Cl)cc3cc2C(N)=O)sc2c1CCCC2,-129.9
Cc1ccc2cc3cc(C(=O)N4CCCC(C)C4)oc3nc2c1 (configuration not stated),-0.8
O=C1c2ccccc2C(=O)N1C1c2ccccc2Oc2ccccc21,-11.9
CC(=O)NCCc1nc2ccccc2n1C,-5.2
CCn1c(SCc2nc3cc(OC)c(OC)cc3c(=O)[nH]2)nnc1-c1ccncc1,-8.2
O=C(Nc1ccc2nc(NC(=O)C3CCCCC3)sc2c1)C1CCCCC1,-8.7
COc1ccc(-c2cnnn2-c2ccc(NC(=O)c3cccc(OC)c3)cc2)cc1,-3.1
CCOc1ccc(-c2cc(C(=O)N3CCN(Cc4ccc5c(c4)OCO5)CC3)c3ccccc3n2)cc1,4.4
CCOc1cc(C(=O)Nc2ccc(S(=O)(=O)Nc3cc(C)on3)cc2)cc(OCC)c1OCC,-5.2
Cn1c(=O)c2c(nc(CN3CCN(c4ccccc4)CC3)n2CCCc2ccccc2)n(C)c1=O,-1.6
C=CCn1c(SCc2cc(C(=O)OC)c(C)o2)nnc1-c1ccncc1,-1.0
COc1ccc(C(=O)Nc2cc(C)c(O)c(S(=O)(=O)c3ccc(OC)cc3)c2C(C)C)cc1,11.8
COc1cc(C2Nc3ccc4ccccc4c3C3=C2C(=O)CCC3)ccc1OC(=O)C(C)C (configuration not stated),7.8
CCCNC(=O)Cc1ccsc1,3.2
COCCNC(=O)CSc1ccc(C)cc1,0.1
CC(C)NC(=O)c1ccc(CSCc2ccccc2Cl)o1,-5.6
Cc1ccc(-n2nc(C(=O)Nc3ccc(F)cc3)c3c4ccccc4n(C)c3c2=O)cc1,-0.1
O=[N+]([O-])c1c(NCCO)cc(Sc2nc3ccccc3s2)c2nonc12,3.2
CCOc1ccccc1N(C)C(=O)c1nn(-c2ccccc2OC)c(=O)c2ccccc12,-9.0
CC1=C(C(=O)OCC2CCCO2)C(c2ccccc2)C2=C(CC(C)(C)CC2=O)N1 (configuration not stated),0.0
Cc1ccc(C2=NN(CC(=O)NCCN3CCCCC3C)C(=O)CC2)cc1 (configuration not stated),-14.8
CCn1c(=O)cc(OCC(=O)NCCCN2CCN(c3cccc(Cl)c3)CC2)c2ccccc21,-2.0
COc1ccc(C(=O)Nc2c3c(nn2-c2cccc(Cl)c2)CS(=O)C3)c(OC)c1 (configuration not stated),-4.3
Cc1ccc(N=c2scc(C)n2-c2ccc(C)cc2)cc1,-4.8
CCOCCCNC(=O)CSc1cc(=O)n(C)c2ccccc12,-12.3
COc1ccc(NC(=O)c2c(NCc3ccccn3)sc3c2CCC(C)C3)c(OC)c1 (configuration not stated),-70.5
Cc1ccc(O)c(N=CC2=C(O)c3ccccc3C2=O)c1,-59.7
CC(=O)NC1=NN(C(C)=O)C(c2cccc([N+](=O)[O-])c2)S1 (configuration not stated),-1.4
CC(C)n1c2ccccc2c2nnc(SCC(=O)OCN3C(=O)c4ccccc4C3=O)nc21,-6.2
NC(=O)C1CCN(C(=O)c2ccc(CS(=O)(=O)c3c(Cl)cccc3Cl)o2)CC1,-1.3
Cc1ccc2[nH]c(=O)c3cc(C(=O)N4CCCC(C)C4)sc3c2c1 (configuration not stated),1.8

# Some of these compounds in order of count of non-hydrogen atoms, lowest first.
SMILES,14-3-3g Raf
CCCNC(=O)Cc1ccsc1,3.2
CC(C)NC(=O)c1ccc(CSCc2ccccc2Cl)o1,-5.6
Cc1ccc2[nH]c(=O)c3cc(C(=O)N4CCCC(C)C4)sc3c2c1 (configuration not stated),1.8
O=[N+]([O-])c1c(NCCO)cc(Sc2nc3ccccc3s2)c2nonc12,3.2
COc1ccc(C(=O)Nc2c3c(nn2-c2cccc(Cl)c2)CS(=O)C3)c(OC)c1 (configuration not stated),-4.3

# (listing goes on)
SMILES,14-3-3g Raf
COC(=O)C1(C(F)(F)F)N=C(N(C)C)OC(N(C)C)=N1,-5.7
CCOC(=O)C1CCCN(CC(O)COc2ccc(OC)cc2C(C)(C)C)C1 (configuration not stated),-3.0
CC1=C(C(=O)Nc2ccccn2)C(c2ccc([N+](=O)[O-])cc2)C2=C(CC(C)(C)CC2=O)N1 (configuration not stated),-9.5
CCOC(=O)C1=C(N)N(c2ccc(F)cc2)C2=C(C(=O)CCC2)C1c1ccc(F)cc1 (configuration not stated),2.4
Cc1cccc(CC(=O)N2CC(=O)Nc3ccc(Cl)cc3C2c2ccc(F)cc2)c1 (configuration not stated),-5.4
COc1ccc(C(=O)COC(=O)c2ccco2)cc1,-9.7
O=C(O)c1cccc(NC(=O)c2ccc(Br)c(S(=O)(=O)N3CCCC3)c2)c1,-3.1
O=c1c2cnn(-c3ccccc3)c2nc(-c2ccccc2F)n1-c1ccc(Br)cc1,-158.7
Brc1ccc(-c2c[n+]3c(n2-c2ccccc2)SCC3)cc1,0.7
COc1cc2c(=O)n(CCc3ccccc3)c(=O)n(CC(=O)C(C)(C)C)c2cc1OC,-7.6
COc1ccc(S(=O)(=O)NCC(c2cccnc2)N2CCN(c3ccccc3)CC2)cc1C (configuration not stated),-25.3
CCOC(=O)CNC(=O)c1c(-c2ccccc2Cl)noc1C,-2.7
O=C(CN1C(=O)c2ccc(Br)cc2C1=O)Nc1ccc(C(=O)O)cc1,-6.8
CCOc1ccc(NC2c3ccccc3C(=O)N2c2ccc(Cl)cn2)cc1 (configuration not stated),-4.1
O=C(NC1(C(F)(F)F)N=C2SCCN2C1=O)C1CCCCC1 (configuration not stated),-2.9
CCC(=O)Nc1cnc(NC(=O)c2cccc(F)c2)cc1C,-5.2
O=C(Nc1cc(Cl)ccc1O)c1ccco1,1.1
COc1ccc(C=Cc2nc3ccccc3c(=O)n2-c2ccc(OC)c(Cl)c2)cc1O,-26.9
Cn1c(CS(=O)(=O)c2ccccc2)c(C#N)c2ccccc21,1.8
O=C(CNCc1cccnc1)Nc1ccc(OC(F)(F)Cl)cc1,3.5
O=C(O)CCC(=O)N1CCN(c2ccccn2)CC1,-5.8&-2.5
CC(C)c1nnc(NC(=O)CCC(=O)NCc2ccc3c(c2)OCO3)s1,-11.6
Cc1cc(NS(=O)(=O)c2ccc3c(c2)CCN3C(=O)C2CC2)ccc1Br,-4.0
Oc1ccccc1-c1nc(-c2ccccc2)c(-c2ccccc2)[nH]1,-7.8
CCOc1cccc(-c2nn3c(-c4cc(C)[nH]n4)nnc3s2)c1,5.0
COc1ccccc1NC(=O)Cn1nnc(-c2ccccc2NC(=O)c2ccco2)n1,-3.9
O=[N+]([O-])c1cccc(-c2nc(-c3ccccc3)nc(-c3ccccc3)n2)c1,-3.1
Cc1c(NC(=O)c2ccc(COc3ccc4ccccc4c3)o2)c(=O)n(-c2ccccc2)n1C,-1.4
CCOC(=O)c1sc(N2C(=O)C(=O)/C(=C(/O)c3ccc(C)cc3)C2c2ccc(C)cc2)nc1C (configuration not stated),-6.1
COc1ccc(Nc2nc(-c3cc4c(ccc5ccccc54)oc3=O)cs2)cc1,-7.1
Cc1[nH]nc2c1C1(CCOC1C)C(C#N)=C(N)O2 (configuration not stated),-2.5
O=C(CN1CCC(NC(=O)c2ccccc2)CC1)NCc1ccccc1F,2.9
COc1cccc2cc(-c3cn(-c4ccc(C)cc4C)c(=S)[nH]3)c(=O)oc12,-29.3
CC(=O)c1ccc(NC(=O)c2ccc(NS(=O)(=O)c3cccs3)cc2)cc1,-1.7
COC(=O)Cn1c2ccc(F)cc2c2nc(C)sc21,0.2
Cc1ccc(NC(=O)c2c(O)c3ccccc3[nH]c2=O)cc1,-3.2
Cc1ccc(S(=O)(=O)N(CCO)c2cc3c(s2)CCCC3)cc1,5.9
O=C(NC1=NCCS1)c1cccs1,-2.7
C=CCn1c(NCc2ccc(N(CC)CC)cc2)nc2ccccc21,-3.0
O=C(NCc1cccnc1)C1CCC(CNS(=O)(=O)c2ccc(F)cc2)CC1 (configuration not stated),-3.4

# Reprinted from the part before: 5 compounds, followed by the next part.
SMILES,14-3-3g Raf
Cc1ccc(NC(=O)c2c(O)c3ccccc3[nH]c2=O)cc1,-3.2
Cc1ccc(S(=O)(=O)N(CCO)c2cc3c(s2)CCCC3)cc1,5.9
O=C(NC1=NCCS1)c1cccs1,-2.7
C=CCn1c(NCc2ccc(N(CC)CC)cc2)nc2ccccc21,-3.0
O=C(NCc1cccnc1)C1CCC(CNS(=O)(=O)c2ccc(F)cc2)CC1 (configuration not stated),-3.4
CC(=O)C1=C(O)CCC1=N,1.1
CCOC(=O)C(NC(=O)c1ccc(OC)cc1)(Nc1ncccc1C)C(F)(F)F (configuration not stated),-3.5
Nc1cc(OC(=O)c2ccco2)nn1S(=O)(=O)c1ccccc1,-8.9
COCCN1C(=O)C(O)=C(C(C)=O)C1c1ccc(OC)c(OC)c1 (configuration not stated),-0.4
Cc1ccc(-n2c3c(cc(C(=O)Nc4ccccc4Cl)c2=O)C(=O)CCC3)cc1,-0.3
O=C(NCC1OCCc2ccccc21)C1COc2ccccc2O1 (configuration not stated),-1.5
Cc1cc(C)cc(OCC(=O)Nc2ccc(N3CCCC3)cc2)c1,-13.3
Cc1ccc(CSc2nc3c(c(=O)[nH]c(=O)n3C)n2Cc2ccccc2)cc1,0.4
CC1Cc2ccccc2N1CC(=O)NC(=O)NCc1ccco1 (configuration not stated),-8.0
CC1=CC(C)(C)N(C(=O)C(C)N2C(=O)c3ccccc3C2=O)c2cc(C)c(C)cc21 (configuration not stated),-4.6
CC(=O)Nc1ccc(NC(=O)CSc2nc3ccccc3n2S(=O)(=O)c2ccccc2)cc1,-3.1
Cc1ccc(S(=O)(=O)Nc2cc(C(=O)NCc3ccccc3)ccc2N2CCCC2)cc1,-17.8
Cc1c(OCc2ccc(C(=O)O)o2)ccc2c(-c3ccccc3)cc(=O)oc12,-4.6
COc1ccc(NC(=O)CCn2nc(-c3ccc(C)cc3)c3ccccc3c2=O)cc1C(N)=O,-7.4
O=C(CN(Cc1ccco1)C(=O)c1cc(=O)[nH]c2ccccc12)Nc1ccccc1C(F)(F)F,-2.4
CCOc1ccc(C(=O)Nc2ccc3oc(-c4cccnc4)nc3c2)cc1,-13.0
CCOc1ccc(OCCCCN(C)C)cc1,2.8
CC1CC(C)CN(C(=O)c2cn(C3CCCCC3)c(=O)c3c2c2ccccc2n3C)C1 (configuration not stated),-4.0
O=C(NCc1ccco1)C(c1ccccc1F)N(CC1CCCO1)C(=O)Cn1nnc2ccccc21 (configuration not stated),-5.5
Cc1c([N+](=O)[O-])ccc2nsnc12,-5.4
Cc1c2c(n3c(nc4ccccc43)c1C#N)N(Cc1cccnc1)CC2,-5.8
COC(=O)c1cc(C(=O)OC)cc(N2C(=O)CC(N3CCN(c4ccccc4)CC3)C2=O)c1 (configuration not stated),-13.5
CCCCCCOC(=O)C1=C(C)NC(=O)NC1c1ccc(N(C)C)cc1 (configuration not stated),-4.6
